# TRAIL sens C8: sensitizes caspase-8 expressing cells to TRAIL; 1% of 360,000 active; inhibition (viability loss, TRAIL sensitization), % at 10 µM; NB7+C8 cells + TRAIL, ATPlite viability luminescence;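 active means compounds causing at least 50% loss of cell viability in the single-dose screen, relative to plate controls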
# NCOA2 inhibitor: inhibits human steroid receptor coactivator 2; HEK293 GAL4-SRC2 luciferase reporter, luminescence; inhibition, % at 9 µM; 0.17% of 370,000 active; AID 651957;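 active means inhibition above the mean inhibition of all tested compounds plus 3 SD, set per campaign, cut at about 52% in these data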;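 further: 0% = DMSO treated cells and 100% = cells given Gossypol at 36 µM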
# SRC3 inh: inhibits human SRC3 coactivator; inhibition, % at 3.6 µM; HEK293 GAL4-SRC3 luciferase reporter, luminescence; Q9Y6Q9; 0.17% of 360,000 active;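 active means inhibition above a per-campaign cutoff, the mean of all compounds plus 3 SD, cut at about 60% in these data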;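 further: 0% = DMSO-treated cells and 100% = gossypol-treated cells at 36 µM; higher means less SRC3-driven luciferase light from the GAL4 reporter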
# SRC1 inh: human NCOA1 inhibition. Q15788. HEK293 GAL4-SRC1 luciferase reporter, luminescence. inhibition, % at 3.6 µM. 0.12% of 360,000 active;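 active means inhibition above the campaign mean plus 3 SD, with each screening campaign given its own cutoff, cut at about 60% in these data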;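 further: 0% = DMSO treated cells and 100% = gossypol at 36 µM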
# COUP-TFII inh: inhibitors of human COUP-TFII (NR2F2). AID 686940. 0.7% of 370,000 active. HEK293T NGFI-A luciferase reporter, luminescence. P24468. inhibition, % at 8.6 µM;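 active means inhibition above a per-plate cutoff, mean inhibition of test wells between control levels plus 3 SD, cut at about 38% in these data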;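 further: cells cotransfected with COUP-TFII expression vector driving the NGFI-A reporter; 0% = median of COUP-TF2 test wells and 100% = reporter-only cells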
# Target sequence (P24468 whole entry, looked up): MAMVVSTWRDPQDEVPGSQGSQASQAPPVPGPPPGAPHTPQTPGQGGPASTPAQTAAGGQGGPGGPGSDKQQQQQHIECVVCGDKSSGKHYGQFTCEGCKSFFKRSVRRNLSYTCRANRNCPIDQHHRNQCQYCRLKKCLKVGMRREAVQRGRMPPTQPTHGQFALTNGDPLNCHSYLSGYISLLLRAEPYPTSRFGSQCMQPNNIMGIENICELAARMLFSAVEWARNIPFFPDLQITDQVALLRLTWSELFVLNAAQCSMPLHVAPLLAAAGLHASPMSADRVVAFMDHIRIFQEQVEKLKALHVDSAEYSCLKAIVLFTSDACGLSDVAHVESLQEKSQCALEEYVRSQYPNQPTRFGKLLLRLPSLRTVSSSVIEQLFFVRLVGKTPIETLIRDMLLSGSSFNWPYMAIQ
# NOD2-RIPK2 inh: inhibitors of human NOD2-RIPK2 interaction; O43353; CHO BLA complementation NOD2-RIPK2, CCF4 ratio; inhibition, % at 4.98 µM; 0.38% of 360,000 active; AID 624267; in the data active means inhibition above about 21%;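 further: 0% = vehicle only and 100% = reference blocker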
# LRH-1 inv ag: suppresses constitutive activity of human LRH-1. O00482. HEK293T StAR-luciferase reporter, LRH-1 transfected, 24 h. inhibition, % at 3.6 µM. 0.13% of 360,000 active. AID 602396;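 active means inhibition above the mean inhibition of all tested compounds plus 3 SD, cut at about 73% in these data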;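 further: 0% = DMSO wells and 100% = reporter-only cells lacking LRH-1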
# Target sequence (O00482 whole entry, looked up): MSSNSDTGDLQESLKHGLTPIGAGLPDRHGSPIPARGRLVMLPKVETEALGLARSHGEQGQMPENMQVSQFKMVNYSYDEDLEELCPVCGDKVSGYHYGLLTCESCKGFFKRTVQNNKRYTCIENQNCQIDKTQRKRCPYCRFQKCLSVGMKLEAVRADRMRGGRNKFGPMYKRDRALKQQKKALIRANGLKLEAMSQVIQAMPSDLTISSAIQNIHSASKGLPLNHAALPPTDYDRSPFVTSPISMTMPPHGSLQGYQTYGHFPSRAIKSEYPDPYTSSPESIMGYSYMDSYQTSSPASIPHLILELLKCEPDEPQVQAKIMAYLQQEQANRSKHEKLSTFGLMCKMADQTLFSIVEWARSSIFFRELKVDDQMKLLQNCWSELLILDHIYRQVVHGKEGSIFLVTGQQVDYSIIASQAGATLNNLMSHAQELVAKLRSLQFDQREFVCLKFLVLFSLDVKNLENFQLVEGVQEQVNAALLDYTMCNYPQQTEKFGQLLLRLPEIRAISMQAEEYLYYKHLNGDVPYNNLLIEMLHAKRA
# Vif inh: blocks HIV Vif function. inhibition, % at 7.49 µM. AID 602346. HEK293T cells, Vif self-association by quenched fluorescence, imaging, 24 h. 0.35% of 340,000 active; in the data active means inhibition above about 50%, passing the limit was not always enough; further: some results filed as inactive read as strong as hits
# TLR9-MyD88 inh: TLR9-MyD88 interaction inhibition | inhibition, % at 4.98 µM | Q9NR96+Q99836 | 0.21% of 340,000 active | CHO BLA complementation TLR9-MyD88, CCF4 FRET ratio;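 active means inhibition above the mean over all tested compounds plus 3 SD, cut at about 21% in these data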;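 further: 0% = DMSO only wells and 100% = clavulanate BLA inhibitor control wells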
# LMP1 NFkB inh: reduces LMP1-driven NF-kappaB luciferase signal. LMP1-induced NF-kappaB luciferase reporter cells, luminescence. inhibition, % at 12.5 µM. 0.69% of 350,000 active; in the data active means inhibition above about 41%;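 further: 0% = neutral control wells and 100% = reference inhibitor control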
# TROY signal inh: inhibitors of TROY-dependent NF-kB signaling; 0.98% of 360,000 active; Q293 LMP1-TROYcd NF-kB luciferase reporter, 4 h; AID 1347056; inhibition, % at 10 µM;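 active means compounds whose plate-normalised and pattern-corrected inhibition of the luciferase reporter signal at the single screening dose is 50% or more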
# An asterisk follows results filed as active; x = no result given. These rows are one share of the data. The share of hits here may be higher or lower than overall.
# Every second line gives: TRAIL sens C8	NCOA2 inhibitor	SRC3 inh	SRC1 inh	COUP-TFII inh	NOD2-RIPK2 inh	LRH-1 inv ag	Vif inh	TLR9-MyD88 inh	LMP1 NFkB inh	TROY signal inh
- Cc1cc(C)cc(S(=O)(=O)c2cn(C)c3cc(N4CCN(C)CC4)c(F)cc3c2=O)c1
  5	14	-22	-4	-3	-5	9	-5	7	4	5
- Cc1ccc(N(C)S(=O)(=O)c2c(C)[nH]c(C)c2C(=O)N2CCCC2)cc1
  15	-30	-5	-3	-2	7	15	-1	-4	-7	-4
- O=C(Cc1n[nH]c(=O)c2ccccc12)OCC(=O)c1ccc2c(c1)OCCO2
  17	0	1	-10	-12	-3	13	15	-2	11	-3
- Cc1cc(C)n(CC(O)CN2C(=O)NC(C)(C)C2=O)n1 (centres undefined)
  -3	-17	12	-9	9	-6	-20	3	-8	0	-2
- CCn1ncc(CN2CCC(Oc3cc(C(=O)NC4CC4)ccc3OC)CC2)c1C
  1	12	14	-10	6	-5	-2	-1	-1	10	-1
- COCCNC(=O)c1cc2c(=O)[nH]c3ccccc3c2s1
  -14	18	11	-82	-20	-8	-14	3	2	-6	-17
- CCOc1ccccc1OCC(=O)NN=C1CCCC(=O)C1
  16	0	10	20	18	-16	25	-12	-17	-4	4
- CN(C)CC(C)(C)CNC(=S)Nc1ccc(S(=O)(=O)N2CCOCC2)cc1
  3	-1	-1	13	0	-3	11	-2	-10	-5	12
- Cn1cc(CN2CCC(CO)CC2)c(-c2ccc(Oc3ccccc3)cc2)n1
  8	15	13	-25	-6	4	4	8	3	-7	7
- Cn1c(COc2ccc(C(=O)O)cc2)nc2ccccc21
  -22	-16	-11	-28	6	-6	15	-1	-9	8	-29
- CCOc1ccc(/C=C2\SC(=S)N(CCC(=O)N(CCO)c3ccccc3)C2=O)cc1
  34	17	-6	2	3	7	-4	-4	6	7	-6
- CC(=O)OCC1OC(n2ccc3ccccc32)C(OC(C)=O)C(OC(C)=O)C1OC(C)=O (centres undefined)
  2	13	5	13	9	-10	-3	6	-3	-1	4
- Cc1csc(NC(=O)CCNC(=O)c2ccccc2Cl)n1
  5	9	13	-18	-4	1	13	1	-4	-1	19
- COc1ccccc1C(=O)COC(=O)c1nc2nc(C)cc(C)n2n1
  -3	-5	-7	-23	-16	-18	-23	10	9	-7	0
- NS(=O)(=O)c1cccc(NS(=O)(=O)c2ccc(/C=C/C(=O)OCC(=O)c3ccc(Br)cc3)cc2)c1
  -9	-10	28	-17	1	-4	19	8	2	-17	16
- COc1ccc(C(=O)C2CCCN(Cc3cccn3-c3nccs3)C2)cc1F (centres undefined)
  5	6	27	9	6	-1	-1	-1	-10	5	1
- Cc1cc(OCC(=O)OCC(=O)NC2CCCC2)ccc1Cl
  -2	-2	-13	-4	6	0	18	-4	-5	2	-3
- COc1ccc(NC(=O)CCC(=O)c2ccc(F)cc2)cc1
  -8	-4	-12	-11	-21	-4	-13	12	4	1	-29
- COc1ccc(CC(N)c2csc(NC(=O)Nc3ccc(F)cc3)n2)cc1 (centres undefined)
  -15	13	7	-1	1	2	16	3	x	x	17
- Cc1noc(C)c1S(=O)(=O)N(C)CC(=O)Nc1ccc(F)cc1
  -19	-13	-3	7	12	-12	5	-2	0	-5	-8
- Cc1onc(-c2ccccc2)c1C(=O)N1CCN(C)CC1
  -2	12	4	4	3	-8	16	4	5	6	-5
- O=C(COC(=O)c1cccnc1Cl)Nc1ccc(S(=O)(=O)N2CCOCC2)cc1
  -18	2	-3	-62	-15	-7	-20	-7	-3	-7	2
- O=C1c2ccccc2C(=O)N1c1nc(-c2cccs2)cs1
  7	9	-10	-20	-8	2	20	-10	2	5	-24
- Brc1ccccc1OCCCCn1cnc2ccccc21
  35	-38	-12	-35	37	2	-31	2	-12	12	-10
- COc1ccc(C(=O)c2coc3ccc(O)c(CN4CCCCC4)c23)cc1
  -11	18	-3	2	-17	-7	-5	-6	-3	1	-23
- COc1cc([N+](=O)[O-])cc(/C=N/NC(=O)C(C)Nc2cccc3ccccc23)c1O (centres undefined)
  14	29	-2	-8	7	-20	-2	1	-8	3	57*
- COc1ccc(S(=O)(=O)N(C)C[C@@H]2OCCCC[C@@H](C)Oc3ccc(NC(=O)NC(C)C)cc3C(=O)N([C@H](C)CO)C[C@@H]2C)cc1
  -8	-30	-18	-8	6	5	13	12	-2	9	2
- CCOc1ccccc1-c1nc(C(N)=O)c2[nH]c(=O)n(-c3ccc(F)cc3)c2n1
  7	4	-4	21	-1	-9	24	21	-3	-11	-8
- O=C(O)CCCCCNS(=O)(=O)/C=C/c1ccccc1
  -4	-16	3	12	-20	-7	13	4	-2	-8	-5
- CC(C)(C)C(=O)CSc1ccc(S(=O)(=O)N2CCCC2)cn1
  10	3	-3	-15	-3	3	-10	14	-8	-7	-19
- O=c1onc(-c2ccccc2)n1Cc1ccc([N+](=O)[O-])cc1
  0	-14	8	2	8	2	7	-3	-4	-3	-4
- CCOC(=O)c1ccc(S(=O)(=O)Nc2ccc(N3CCOCC3)cc2)cc1
  -26	-31	3	-10	-3	3	10	1	-1	-17	11
- COc1ccc2[nH]c(C(=O)N3CCc4ccccc4C3)c(C)c2c1
  14	-16	3	2	9	-6	-24	-9	9	7	6
- CCc1ccc(CCC(=O)Nc2ccc(Br)cc2)o1
  7	-5	14	9	11	-5	7	3	-3	-11	12
- COc1ccc([N+](=O)[O-])cc1NC(=O)Cc1c(Cl)cccc1Cl
  0	-5	6	12	2	-9	2	-15	-4	-4	-16
- Cc1ccc2[nH]c(=O)c(CN(Cc3nnnn3Cc3ccccc3)C3CCCC3)cc2c1
  2	-8	7	6	7	-9	4	0	-7	-18	2
- C=CCN1C(=O)/C(=C/C=C2/N(CC)c3ccc(S(=O)(=O)N(C)C)cc3N2CC)SC1=S
  -2	-25	16	-15	10	-3	19	-19	-10	12	-6
- COC(=O)c1sccc1NC(=O)c1ccc(C)o1
  -4	0	-7	-1	-5	2	13	1	2	0	20
- O=S(=O)(c1ccccc1Cl)N1CCCC1c1nc(-c2cccc(Cl)c2)no1 (centres undefined)
  2	7	-7	-26	-1	0	-13	-18	10	1	-15
- CCCc1ccc(OCC(O)CN2CCN(c3ccccn3)CC2)cc1 (centres undefined)
  3	6	1	-1	12	6	-17	2	2	7	-3
- c1csc(-c2nc3ccccc3[nH]2)c1
  -1	-38	-47	-57	-36	-22	-82	x	2	1	-55
- O=C(Cn1c(C(F)(F)F)nc2ccccc21)NCCCN1CCOCC1
  -16	-17	10	-2	0	-4	-9	1	0	5	18
- O=C(NCc1ccncc1)C12CC3CC(CC(Cl)(C3)C1)C2
  -7	-29	-3	-10	9	2	-15	-7	-12	3	0
- CC(NC(=O)Cc1cccs1)c1ccccc1 (centres undefined)
  -5	-8	16	-12	3	10	-6	32	7	-9	5
- CCc1nc2c(OCc3ccc(C(=O)OC)cc3)cccn2c1N(C)C(=O)CC(C)C
  6	-29	-8	15	-2	10	-5	-9	x	x	-6
- CCCn1c(SCC(=O)c2ccc3c(c2)OCCO3)nnc1C(C)C
  -13	6	-6	-16	-10	3	-1	3	8	-2	-15
- C=CCn1c[n+](CC(=O)c2ccc(Br)s2)c2ccccc21
  18	9	-13	10	-19	-7	4	7	x	-1	-15
- CC(C)(C)C(=O)N1CCC(O)(CS(=O)(=O)Cc2ccc(Cl)cc2)CC1
  -13	8	1	8	-8	-2	15	-10	-4	0	13
- O=C(c1cccs1)N1CCC(C(=O)N2CCN(Cc3ccc4c(c3)OCO4)CC2)CC1
  -4	7	6	-10	10	0	22	-3	0	12	4
- CCN1CCN(S(=O)(=O)c2ccc(S(=O)(=O)N(CC)Cc3ccccc3)cc2)CC1
  -2	-5	3	3	-7	-7	21	1	-7	-3	0
- CCOC(=O)c1cccc(NC(=O)CCc2c(C)nc3ncnn3c2C)c1
  6	13	16	3	-3	-2	-1	13	10	-7	9
- O=C(CN1C(=O)NC2(CCCCC2)C1=O)Nc1nc2c(F)cc(F)cc2s1
  12	-6	3	-24	-12	11	20	x	-3	-8	-12
- COC(=O)c1cc(C(=O)Nc2ccc(S(N)(=O)=O)cc2)cc([N+](=O)[O-])c1
  6	10	-10	-4	5	-3	6	0	5	-14	-12
- N#CCCN(C(=O)Nc1ccc(Cl)c(Cl)c1)c1ccccc1
  -11	10	-8	-16	5	-4	8	1	4	1	-11
- COc1cc(C=O)c(Br)cc1OC1CCCC1
  -16	12	9	-7	-17	-14	-1	-9	-10	18	-2
- O=C(NCc1cccnc1)C1c2ccccc2C(=O)N1Cc1ccco1 (centres undefined)
  -8	x	14	12	x	11	-8	-6	2	6	-16
- CC12CCC(c3c(C(=O)Nc4nccs4)nn(-c4ccccc4)c31)C2(C)C (centres undefined)
  19	20	4	10	-13	4	-17	-4	-7	-3	21
- O=C(c1ccc(-c2ccccc2)cc1)N1CCN(C(=O)c2ccco2)CC1
  4	6	-2	-16	4	0	4	4	7	9	8
- O=C(NCC1CCCO1)c1ccc(COc2ccc(Br)cc2)cc1 (centres undefined)
  9	6	-8	3	13	0	14	7	-4	12	26
- O=C1COc2ccc(S(=O)(=O)N3CCc4ccccc43)cc2N1
  -3	15	25	-31	15	-4	15	1	2	2	-3

# Following part:
# Every second line gives: TRAIL sens C8	NCOA2 inhibitor	SRC3 inh	SRC1 inh	COUP-TFII inh	NOD2-RIPK2 inh	LRH-1 inv ag	Vif inh	TLR9-MyD88 inh	LMP1 NFkB inh	TROY signal inh
- CCCNC(=O)Cn1cnc2sc(C(=O)N3CCN(c4ccc(F)cc4)CC3)c(C)c2c1=O
  0	9	-1	9	-13	9	-9	6	3	4	-11
- CC(/C=C/c1ccc(Cl)o1)=C\C(=O)O
  -20	-20	-6	2	-5	0	-4	9	0	-13	-17
- COc1ccc(CCNC(=O)c2nn(C)cc2Cl)cc1
  8	-14	-19	-19	-1	-9	-30	1	5	-2	-20
- CC(=O)c1cc2c(cc1NC(=O)C1CCC1)OCO2
  5	5	17	-2	-11	-3	7	8	-7	-9	-12
- Cc1ccc2nc(C3CCN(C(=O)NCc4ccccc4)CC3)[nH]c2c1
  -2	10	0	-5	-13	-11	-9	-5	12	-5	-16
- COC(=O)[C@@]12C[C@@H](CC(=O)NCCc3ccccc3OC)C(=O)N(Cc3cccc4ccccc34)C1=CCC(C)(C)C2
  2	13	x	x	4	-15	18	x	x	x	x
- CCOC(=O)c1cc(C#N)c(C)nc1N(CC)CC
  30	19	24	5	-8	-4	-1	-2	-2	2	-8
- CC(=O)COc1ccccc1OC(=O)c1ccco1
  -11	-38	15	1	-4	-6	-10	-13	12	2	-5
- CC1CCN(C(=O)COC(=O)C2CCN(S(=O)(=O)c3c(Cl)cccc3Cl)CC2)CC1
  14	-35	-7	-33	4	-4	9	x	8	8	2
- O=C(c1ccc2c(c1)OCCO2)N1CCCCC1
  -8	-33	0	4	4	-5	5	-2	-4	-1	-8

# Individual results from the results shown.
# COc1ccc(C(=O)c2coc3ccc(O)c(CN4CCCCC4)c23)cc1 – TROY signal inh = -23
# COc1cc([N+](=O)[O-])cc(/C=N/NC(=O)C(C)Nc2cccc3ccccc23)c1O (centres undefined) – NCOA2 inhibitor = 29

# Source: PubChem
